FEN1 inhibitor – inhibitors of human flap endonuclease 1; Potency, µM (series often up to 114 µM), inactives show top-dose activity change, negative = inhibition, hits mostly inhibitors; Recombinant FEN1 flap cleavage, fluorescence, 15 min; P39748; hit rate 0.35% among 390,000; AID 588795; note: nearly all actives have a fitted effect of over 65% in size
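With each library titrated from low to high concentration, compounds met 10 nM FEN1 for 15 min at room temperature before 50 nM substrate was added; readings at 0 and 15 min fed four-parameter Hill curve fits.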
GCN5L2 inh – inhibitors of human GCN5L2 histone acetyltransferase; GCN5L2 HAT assay, ThioGlo1 CoA-SH fluorescence; Potency, µM (top dose mostly 58.9 µM), for inactives: at the highest dose activity change, negative = inhibition, most hits filed as inhibitors; hit rate 0.21% among 390,000; Q92830; AID 504327
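qHTS, 1536-well. 20nM enzyme, pH 7.5 HEPES/EDTA/Tween-20 buffer; 15 min compound preinc., RT. Start: 75uM H3(1-25), 70uM AcCoA, 50uM ThioGlo1. Read Ex340/Em540 at t=0 (autofluorescence flag) and t=20 min.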
TDP1 cell CPT – growth inhibition of DT40 Tdp1-/-;hTDP1 cells with camptothecin (screen for TDP1 inhibitors); chicken DT40 Tdp1-/-;hTDP1 cells + 20 nM CPT, ATP luminescence, 48 h; Potency, µM (top dose mostly 46.2 µM), inactives show top-dose activity change, negative = growth inhibition, most hits filed as inhibitors; hit rate 12% among 420,000; note: nearly all actives have a fitted effect of over 55% in size
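Chicken DT40 Tdp1-/- cells complemented with human TDP1, 400 cells/well, exposed to compounds plus 20 nM camptothecin for at least 48 h at 37 C; viability read as ATP content by CellTiter-Glo luminescence.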
* = called active by the depositor; ? = inconclusive; . = not tested or not shown; & = joins results of further samples. Calls come from the whole dose curve; as a rule, active = well fitted curve in the direction sought with a large enough effect; inconclusive = small, poorly fitted or top-dose-only effect, or another doubt; inactive = no such curve, though single readings can be large; an effect the other way counts as inactive or inconclusive. % is set by controls: 0 for no effect and ±100 for the full control effect; potency is the fitted concentration of half-maximal effect.

The opening 3 entries (preview)
The line under a structure holds: GCN5L2 inh | FEN1 inhibitor | TDP1 cell CPT
CC(C)CN(C(=O)Cn1nnc(-c2ccc(F)cc2)n1)C1CCS(=O)(=O)C1 (stereo unspecified)
    -7% | 1% | -12%
Cc1ccc(S(=O)(=O)N2CCC(C(=O)OCC(=O)N(CCC#N)c3ccc(F)cc3)CC2)cc1C
    -7% | -12% | 0%
CC(=O)c1ccc(NC(=O)c2cnc(N3CCCC3)nc2C)cc1
    8% | 0% | -18%

The whole of this part, repeating the preview:
The line under a structure holds: GCN5L2 inh | FEN1 inhibitor | TDP1 cell CPT
CC(C)CN(C(=O)Cn1nnc(-c2ccc(F)cc2)n1)C1CCS(=O)(=O)C1 (stereo unspecified)
    -7% | 1% | -12%
Cc1ccc(S(=O)(=O)N2CCC(C(=O)OCC(=O)N(CCC#N)c3ccc(F)cc3)CC2)cc1C
    -7% | -12% | 0%
CC(=O)c1ccc(NC(=O)c2cnc(N3CCCC3)nc2C)cc1
    8% | 0% | -18%
Cc1cc(C)n2c(SCCO)nnc2n1
    -1% | -18% | 3%
CN(C)c1ccc(/C=C/c2c3c(nc4ccccc24)CCCC3)cc1
    . | -4% | ?
COc1cccc(N2CCN(S(=O)(=O)c3ccc(CN4C(=O)c5cccnc5C4=O)cc3)CC2)c1
    1% | 17% | 1%
Cc1cc(C)cc(NC(=O)C2CC3CCC2C3)c1 (stereo unspecified)
    -6% | 14% | 9%
CC(C)C[C@H]1CN=C(Nc2ccccc2)N1CCCC1CCCC1
    2% | 6% | 15µM*
COC(=O)C1=C(COc2ccccc2)NC(=O)NC1c1ccc(Cl)cc1 (stereo unspecified)
    . | -1% | ?
Cc1ccc(/C(N)=N/OC(=O)CCc2ccccc2)cc1
    -6% | 0% | -9%
O=C(Nc1ccon1)c1csc2c1CCCC2
    -1% | 6% | 3%
CCOC(=O)C1CCN(C(=O)CN2C(=O)c3ccccc3Sc3ncccc32)CC1
    0% | 1% | -3%
Cc1ccc(Cl)cc1N1CCN(C(=O)c2cc3c(=O)n(C)c4ccccc4c3s2)CC1
    -3% | -2% | 8%
C/C=C/c1cc(OC)c2c(c1)[C@H](C)[C@@H](c1ccc(O)c(OC)c1)O2
    . | ? | ?
COc1cccc2sc(Nc3nnc(-c4ccc(F)cc4)o3)nc12
    -20% | -19% | 5.8µM*
Cc1ccc(-c2nnc(Nc3ccc(C(N)=O)cc3)c3ccccc23)cc1S(=O)(=O)N1CCCCC1
    -9% | -7% | ?
COc1ccc(N/N=C(/C(N)=O)C2=NC(C)(C)Cc3ccccc32)cc1
    -10% | -25% | 16µM*
COc1ccc(S(=O)(=O)NCCSCc2ccco2)cc1
    -20% | 1% | -26%
O=C(NC1=NCCS1)C1COc2ccccc2O1 (stereo unspecified)
    -10% | 12% | -26%
CCN(c1ccccc1C)S(=O)(=O)c1cc2c3c(c1)CCN3C(=O)CC2
    -17% | -2% | -9%
Cc1cc(C)c2sc(NC(=O)c3ccc(S(=O)(=O)N4CCOCC4)cc3)nc2c1
    -7% | 11% | ?
Cc1ccc2cccc(N)c2n1
    -11% | -6% | -1%
CC1CCC(C(C)C)C(OC(=O)COC(=O)c2ccc(N)cc2)C1 (stereo unspecified)
    -18% | -31% | ?
N=c1n(CC(=O)c2cccc([N+](=O)[O-])c2)c2ccccc2n1Cc1ccccc1
    -2% | -1% | 16µM*
Clc1ccc(CSc2nc3ncccc3[nH]2)cc1
    -1% | -14% | ?
COc1cccc(NC(=O)CSc2nnnn2C(C)C)c1
    1% | 5% | 12%
Cc1ccc(CCN2CC(C(=O)NC(C)C)CC2=O)cc1 (stereo unspecified)
    -10% | 1% | 13%
CC(C)CN1CC[C@@]2(CCCN(C(=O)c3ccco3)C2)C1
    1% | . | 1%
CN(C)CCNC(=O)c1ccc(Cl)c2cc3ccccc3nc12
    . | 11µM* | 0.16µM*
Cc1cc(N(CC(=O)O)S(C)(=O)=O)ccc1Br
    -4% | -2% | 2%
CC(C)Cc1ccc(CN2CCCC(NC(=O)CCn3cnnn3)C2)cc1 (stereo unspecified)
    -2% | -4% | ?
CC(=O)c1cccc(NC(=O)C(C)OC(=O)CCN=C2NS(=O)(=O)c3ccccc32)c1 (stereo unspecified)
    ? | 4% | -27%
O=C(CSc1ccccc1C(=O)O)NC1CCCCCCC1
    0% | 0% | 1%
C/C(=C\C(=S)Nc1ccccc1)Nc1cccc2ccccc12
    -13% | 8% | ?
COC(=O)c1oc2nc(C)cc(C)c2c1N
    -23% | -14% | 1%
Cn1cc(Br)c(C(=O)Nc2sc3c(c2C(N)=O)CCC3)n1
    -2% | 3% | -9%
COc1cc2c(cc1OC)C(c1cccs1)N(C(=O)c1cccnc1)CC2 (stereo unspecified)
    -14% | 1% | 4.6µM*
COc1ccc(CNC(=O)COC(=O)c2c[nH]c(=O)[nH]c2=O)cc1OC
    1% | 0% | 1%
Cc1ccccc1NC(=S)N1CCN(Cc2ccc3c(c2)OCO3)CC1
    3% | 2% | 2%
COc1ccc(Sc2nnc(Cc3ccccc3)c3ccccc23)cc1
    -1% | -4% | ?
O=C(Nc1ccc(F)cc1)c1cnc(-c2ccccc2)nc1-c1ccccc1
    -3% | -6% | ?
CN1CCN(Cc2c(O)ccc3c2oc(=O)c2ccccc23)CC1
    3% | -12% | ?
C=CCOc1ccc(Br)cc1/C=C1/SC(=Nc2ccc(C(=O)O)cc2)NC1=O
    -12% | 25µM* | -17%
O=C(CCCCCn1c(SCC(=O)c2ccccc2)nc2ccccc2c1=O)NCc1ccco1
    -7% | -1% | 8.2µM*
O=C(COC(=O)/C=C/c1ccc([N+](=O)[O-])cc1)NC1CCCCC1
    -3% | 16% | -13%
Cc1cccc(C(=O)NCC(=O)N(C)Cc2nc3ccccc3c(=O)[nH]2)c1
    -4% | -5% | 2%
CC(C)[C@H](NC(=O)N1CCC(Cc2ccccc2)CC1)C(=O)O
    24% | 0% | -18%
CC(=O)Nc1n[nH]c(=S)s1
    . | -6% | ?
Cc1cccc(S(=O)(=O)c2cn(Cc3ccccc3)c3cc(N4CCC(C)CC4)c(F)cc3c2=O)c1
    -4% | -16% | 5.8µM*
O=C(Cc1ccccc1)NCC1CCCO1 (stereo unspecified)
    0% | -5% | ?
O=C(O)Cc1ccc2c(c1)N(S(=O)(=O)c1cccc(C(F)(F)F)c1)CC(C(=O)O)O2 (stereo unspecified)
    3% | -5% | 1%
CCc1ccc2c(c1)C(=O)c1ccccc1C2=O
    -5% | -5% | 14%
O=C(OC1C2CCC1C1CN(CCc3ccccc3)CC12)c1ccccc1 (stereo unspecified)
    2% | 5% | ?
CC(=NNC(=O)CSc1nc2ccccc2o1)c1ccco1
    3% | 2% | -11%
O=C1CCN(Cc2ccc([N+](=O)[O-])cc2)CCN1[C@H](CO)c1ccccc1
    3% | 22%&19% | ?
COc1ccc(CN2CNc3nc4ccccc4n3C2)cc1
    -4% | 13% | ?
CCc1ccccc1Nc1cc(C(=O)NCc2ccccn2)c2ccccc2n1
    -4% | 3% | ?
C=CCc1ccccc1OCCSc1nc(-c2cccs2)nc2cc(=O)[nH]n12
    -12% | -24% | ?
COCCn1nnnc1SCC(=O)NCc1ccc2c(c1)OCO2
    2% | 9% | 7%
NC(=O)NC(c1ccccc1)c1ccccc1F (stereo unspecified)
    -3% | 6% | 0%

Sorted by number of heavy atoms (smallest number first): some entries from above
The line under a structure holds: GCN5L2 inh | FEN1 inhibitor | TDP1 cell CPT
CC(=O)Nc1n[nH]c(=S)s1
    . | -6% | ?
CC(C)[C@H](NC(=O)N1CCC(Cc2ccccc2)CC1)C(=O)O
    24% | 0% | -18%
O=C1CCN(Cc2ccc([N+](=O)[O-])cc2)CCN1[C@H](CO)c1ccccc1
    3% | 22%&19% | ?

Next compounds:
The line under a structure holds: GCN5L2 inh | FEN1 inhibitor | TDP1 cell CPT
Cc1ccc(N2Cc3ccccc3OC(C)C2=O)cc1 (stereo unspecified)
    -10% | 11% | 0%
CCCN(CC(=O)Nc1ccccc1C)C(=O)c1ccc(N2CCCCC2)c([N+](=O)[O-])c1
    -10% | 0% | -5%
Cn1cccc1C(=O)NC(=O)CSc1nnc(C2CC2)n1-c1ccccc1
    -16% | -2% | 0%
O=C(CSc1nc(=O)n2ccccc2n1)N1CCN(c2ccccc2)CC1
    -1% | -2% | 5%
CCOC(=O)C(C)Sc1nc(-c2ccccc2)ccc1C#N (stereo unspecified)
    -3% | -23% | .
CC(C)(Oc1ccc(CCNC(=O)c2ccc(Cl)cc2)cc1)C(=O)O
    1% | ? | 5%
COc1ccccc1NC(=O)CSc1nnc(CNC(=O)c2cccs2)o1
    -3% | -11% | 15%
O=C1c2ccccc2C(=O)N1CC(O)CNc1ccc(Br)cc1 (stereo unspecified)
    -4% | -2% | -1%
CC(C)Oc1ccc(C(=O)NC(=S)N2CCOCC2)cc1
    1% | -3% | ?
Cc1c(NC(C)C)c(=O)n(-c2ccccc2)n1C
    -2% | -18% | -21%&4%
Cc1cccc2c1-c1sc(C(=O)N(C)c3cccc(C(F)(F)F)c3)cc1CO2
    -7% | 0% | ?
Cc1cc(NS(=O)(=O)c2ccc(NC(=O)/C=C/c3ccco3)cc2)nc(C)n1
    -8% | -33% | 3%
Nc1nc(SCc2ccc(Cl)cc2)ns1
    -3% | -1% | -29%
C(=N\Nc1ccccn1)/c1cccnc1
    -11% | 7% | 4%
C=CCc1cccc(/C=C/c2cc(=O)c3ccccc3[nH]2)c1O
    -3% | -12% | 7.3µM*
O=C(NCc1ccccc1)c1ccc2c(c1)C(=O)N(Cc1ccncc1)C2=O
    -5% | -8% | 1%
O=C(Nc1ccc(F)c(Cl)c1)c1cc(S(=O)(=O)N2CCc3ccccc3C2)ccc1F
    -5% | 7% | ?
CC1CCC(NC(=O)c2ccc(CS(=O)(=O)c3cccc(C(F)(F)F)c3)o2)CC1 (stereo unspecified)
    -7% | -15% | ?
COc1cccc(CC(=O)OCC(=O)c2cc(OC)ccc2OC)c1
    -3% | 4% | -9%
CC(=O)n1nc(-c2ccccc2)nc1NCc1cccs1
    -6% | 1% | 5%
CNC(=O)NC(=O)C(C)N1CCN(C/C=C/c2ccccc2)CC1 (stereo unspecified)
    -5% | 8% | 13%
CSc1ccc(-c2nc3c(C)cccn3c2Nc2ccc3c(c2)OCCO3)cc1
    -19% | -9% | ?
CCOC(=O)NC(Nc1cc(C)on1)(C(F)(F)F)C(F)(F)F
    1% | 8% | 3%
O=C(C=Cc1ccccc1)Nc1ccccc1
    . | -2% | -29%
Cc1ccc(S(=O)(=O)N2[C@@H](c3ccccc3)C(C(=O)O)=CC[C@H]2c2ccc(Cl)c(Cl)c2)cc1
    ? | -17% | -16%
Cn1c(C2CCCCC2)nc2cc(N)ccc21
    -3% | -2% | -19%
O=C(COc1ccc(Cl)cc1)Nc1ccc2oc(=O)ccc2c1
    -6% | 3% | 4%
c1ccc(Cn2nnnc2C(c2cccs2)N2CCSCC2)cc1 (stereo unspecified)
    1% | -20% | -9%
O=C1Nc2ccc(S(=O)(=O)Nc3ccccc3O)c3cccc1c23
    1% | 11% | 0%
CCc1ccc(CN2CCC(C(=O)Nc3ccc(Oc4ccccc4)nc3)CC2)o1
    -6% | 3% | 16µM*
Cc1cc2nc(CSc3ccccc3)cc(=O)n2[nH]1
    -11% | -1% | -10%
O=C(Oc1ccc(-n2cnnn2)cc1)c1ccccc1
    2% | 3% | -11%
O=C(Nc1ccc(Cl)c(S(=O)(=O)N2CCOCC2)c1)c1ccc2c(c1)OCO2
    -2% | 9% | ?
COC(=O)c1ccc(NC(=O)Nc2ccc3c(c2)nc(C)n3C)cc1
    3% | -3% | -14%
CCOc1ccccc1NC(=O)c1cccc(NC(=O)C2CCCC2)c1
    1% | 1% | ?
Oc1c(C(c2ccccc2)N2CCN(Cc3ccccc3)CC2)sc2ncnn12 (stereo unspecified)
    -14% | 15% | -25%
COc1ccc(OCC(=O)NC(=S)Nc2ccc(S(=O)(=O)Nc3cc(C)on3)cc2)cc1
    ? | -1% | 7%
Cc1noc(C)c1S(=O)(=O)N1CCCC(C(=O)N2CCc3ccccc3C2)C1 (stereo unspecified)
    -6% | -11% | ?
Cc1cc(C(=O)CN2C(=O)NC3(CCCCC3)C2=O)c(C)n1C
    -3% | -1% | 1%
COc1ccc(/C=C2/SC(=O)N(CCNC(=O)CC(NC(C)=O)c3ccccc3)C2=O)cc1 (stereo unspecified)
    -21% | 12% | -27%
CCOC(=O)/C=C1/SCC(=O)N1CC(=O)Nc1ccc2c(c1)CCC2
    . | 6% | 9%
CCOC(=O)N1CCN(C(=O)COc2ccccc2Cl)CC1
    -1% | 3% | -4%
C=CCC1(CC=C)CCCN1C(=O)CC1C(=O)NCCN1Cc1cccc(OC)c1OC (stereo unspecified)
    0% | 5% | -14%
O=C(O)CCC(=O)Nc1ccc2c(c1)oc1ccccc12
    -3% | -1% | -16%

The list is partial; the hit share may differ from the screen's.
